Pf growth 48h = inhibits P. falciparum growth in the first generation, 48 h; P. falciparum luciferase growth in erythrocytes, 48 h; 310,000 compounds, 5.9% hits; Potency, µM (highest dose often 28.7 µM), for inactives: at the highest dose activity change, negative = inhibition, usual class: inhibitors
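Here the parasites carry a stable luciferase gene and grow inside erythrocytes in Albumax-based RPMI medium with compound for one erythrocytic cycle. Activity is scored as loss of luminescent signal.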
TbPYK inhibitor = T. brucei pyruvate kinase inhibition. Q57TT1. TbPYK enzyme, Kinase-Glo Plus ATP luminescence, 45 min. Potency, µM (series often up to 76.8 µM), inactives show at the top dose activity, negative = inhibition, usual class: inhibitors. 410,000 compounds, 0.12% hits. AID 624173; also: nearly all actives have a fitted effect of over 50% in size
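ADP (130 uM final) triggers the TbPYK reaction after compound addition; incubation is 45 min at room temperature. Kinase-Glo Plus is then added and luminescence imaged. Normalized data are fitted to concentration-effect curves.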
Pf growth 96h = P. falciparum growth inhibition at 96 hours | P. falciparum luciferase reporter growth, 96 h | Potency, µM (highest dose often 28.7 µM), for the others: top-dose activity change, negative = inhibition, actives largely listed as inhibitors | 320,000 compounds, 6.9% hits
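96 h incubation, 37 C, 5% CO2, of luciferase-reporter P. falciparum-infected RBCs (2% hematocrit, 0.05% parasitemia final) with test compounds; endpoint luminescence.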
LmPK inhibitor = blocks Leishmania mexicana pyruvate kinase activity; Q27686; purified LmPK, Kinase-Glo ATP luminescence, 1 h; Potency, µM (top dose mostly 57.5 µM), inactives show at the top dose activity change, negative = inhibition, most hits filed as inhibitors; 290,000 compounds, 0.37% hits; AID 1721
Target sequence (Q27686 whole entry, looked up): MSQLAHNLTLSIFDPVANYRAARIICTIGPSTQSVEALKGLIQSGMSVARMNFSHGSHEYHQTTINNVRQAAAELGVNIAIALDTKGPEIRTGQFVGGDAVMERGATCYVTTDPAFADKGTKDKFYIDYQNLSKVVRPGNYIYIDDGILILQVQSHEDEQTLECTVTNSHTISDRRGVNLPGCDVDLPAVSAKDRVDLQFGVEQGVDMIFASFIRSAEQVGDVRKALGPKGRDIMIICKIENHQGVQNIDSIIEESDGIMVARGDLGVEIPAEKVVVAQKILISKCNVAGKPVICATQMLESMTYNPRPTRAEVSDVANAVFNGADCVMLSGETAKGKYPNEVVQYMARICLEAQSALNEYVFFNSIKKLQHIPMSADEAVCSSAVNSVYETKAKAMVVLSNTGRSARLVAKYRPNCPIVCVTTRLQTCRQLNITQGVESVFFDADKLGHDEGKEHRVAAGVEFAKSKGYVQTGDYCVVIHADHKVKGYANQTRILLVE
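ATP generated from ADP (0.1 mM) and PEP (0.5 mM) by 0.1 nM LmPK over 1 h at room temperature (pH 7.2 imidazole buffer) was detected by coupled luciferase luminescence. Values were normalized to uninhibited and no-enzyme wells.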
HCV inhibitor = inhibitors of hepatitis C virus infection; Huh7.5.1 HCVcc-Cre infection, luciferase reporter, 44 h; 340,000 compounds, 3.4% hits; Potency, µM (series often up to 41.8 µM), for inactives: at the highest dose activity change, negative = inhibition, hits mostly inhibitors
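Whole-lifecycle infectious HCVcc-Cre system; cells 1,000/well, compound then virus (~0.5 moi) added 4 h after plating, 44 h culture. Luciferase read 15 sec following 15 min substrate incubation, room temp.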
Sm TGR inh = inhibitors of Schistosoma mansoni thioredoxin glutathione reductase | purified TGR, DTNB reduction, TNB absorbance 405 nm | Potency, µM (titrated, usually from 114 µM), for the others: top-dose activity change, negative = inhibition, usual class: inhibitors | Q962Y6 | AID 485364 | 360,000 compounds, 3% hits; also: nearly all actives have a fitted effect of over 60% in size
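First, TGR (20 nM dispensed) and NADPH were mixed with compound. Second, a 15 min room-temperature incubation followed. Third, further NADPH and then DTNB were added to start the reaction. Finally, TNB absorbance was monitored kinetically.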
* = called active by the depositor; ? = inconclusive; . = no result given; [ ] = remark or other dose. Calls follow the shape of the dose curve; as a rule, active = well fitted curve in the direction sought with a large enough effect; inconclusive = small, poorly fitted or top-dose-only effect, or another doubt; inactive = no such curve, though single readings can be large; an effect the other way counts as inactive or inconclusive. % is scaled to controls: 0 for no effect and ±100 for the full control effect; potency is read from the fitted curve at half-maximal effect.

SMILES | Pf growth 48h | TbPYK inhibitor | Pf growth 96h | LmPK inhibitor | HCV inhibitor | Sm TGR inh
Cc1cccc(OC(=O)c2cccnc2)c1 | -21% | -20% | ? | 4% | 14% | -12%
CS(=O)(=O)c1ccc(Cl)c(NC(=O)COC(=O)CCCN2C(=O)c3cccc4cccc(c34)C2=O)c1 | -17% | 2% | 19% | . | 8% | -2%
c1ccc(Sc2ncnc3ccccc23)cc1 | ? | 2% | ? | -5% | 21% | ?
O=C(CCNS(=O)(=O)c1ccc(Br)cc1)NCc1cccs1 | -14% | 1% | 29% | -1% | -2% | -5%
Cc1ccccc1N1CCN(C2CCCN(C(=O)c3cc(C(C)C)[nH]n3)C2)CC1 (stereo not given) | 0% | -1% | 47%[activator] | 10% | . | 6%
Cc1c(N2C(=O)CSC23C(=O)Nc2ccccc23)c(=O)n(-c2ccccc2)n1C (stereo not given) | 5% | 8% | ? | -1% | 21% | 3%
O=S1(=O)C=CC(Sc2nc3ccccc3[nH]2)C1 (stereo not given) | 5% | 7% | -10% | 1% | 10% | ?
CN(C)CCCNc1oc(-c2ccc(Cl)cc2)nc1C#N | ? | -5% | ? | 0% | ? | -10%
O=C(Nc1ccc(F)c(F)c1)c1oc2ccccc2c1NC(=O)C1CCCO1 (stereo not given) | 15% | -4% | ? | 1% | -14% | 2%
Cc1[nH]c(=O)[nH]c(=O)c1S(=O)(=O)NCCOC12CC3CC(CC(C3)C1)C2 | -2% | 2% | 3% | 1% | 13% | 8%
CC1(c2ccc(Cl)cc2Cl)NC(=O)N(CC(=O)Nc2ccc3[nH]c(=O)[nH]c3c2)C1=O (stereo not given) | 9% | 3% | 15% | . | 16% | -23%
CN1CCN(C(=O)c2ccc(N(Cc3ccc(Cl)cc3)S(C)(=O)=O)cc2)CC1 | 2% | 5% | ? | 1% | 3% | 3%
NC(=O)CSc1nnc(NC(=O)c2ccc(Br)o2)s1 | 35%[activator] | -6% | 25% | -2% | -14% | 0%
CCn1c(/C=C/c2ccccc2F)nc2ccccc2c1=O | 4% | 1% | ? | -1% | ? | -8%
Cc1cnn(-c2ccc3nnc(-c4ccc(Br)cc4)n3n2)c1 | 3% | 3% | 0% | -9% | 0% | -18%
Cc1ccc(C(=O)Nc2ccncc2)cc1[N+](=O)[O-] | -19% | 0% | ? | 0% | -22% | 0%
COc1ccc(CCNC(=O)C(=O)NCc2ccc(C)cc2)cc1OC | -1% | -7% | 7% | 4% | 0% | 10%
NC(=O)c1nsc(C(=O)N(Cc2ccco2)C(C(=O)NCc2ccc(F)cc2)c2ccc(O)cc2)c1N (stereo not given) | ? | -1% | -14% | 2% | -25% | -3%
COc1ccc(CNc2nc(NCc3ccc(OC)cc3)n(C(=O)c3ccncc3)n2)cc1 | 5% | 2% | -18% | 3% | 10% | 9%
Cc1ccc(NC(=O)[C@@H]2CCC(=O)N2C2OC(=O)c3ccccc32)cc1Cl (stereo not given in full) | ? | -9% | ? | -7% | -20% | 7%
CCC(=O)c1ccc(OCCn2cnc3ccccc32)cc1 | -14% | 3% | ? | 0% | ? | -2%
Cc1cc(C)nc(NC(=NCCc2c[nH]c3ccccc23)NC(=O)C(C)(C)C)n1 | 10µM* | 0% | 4.7µM* | 0% | -28% | 5%
Cc1ccc(N2CC(C(=O)Nc3cc(C)on3)CC2=O)cc1 (stereo not given) | -10% | 2% | 4% | 1% | -4% | 46%[activator]
CCOc1ccccc1NC(=O)CN1C(=O)COc2ccc(C)cc21 | 14% | -3% | ? | -8% | -7% | 5%
CC1CCN(C2CCN(C(=O)c3ccccc3F)CC2)CC1 | -8% | 18% | 39%[activator] | 4% | 3% | 5%

The last 2 entries of the section above are carried over, then new ones follow.
SMILES | Pf growth 48h | TbPYK inhibitor | Pf growth 96h | LmPK inhibitor | HCV inhibitor | Sm TGR inh
CCOc1ccccc1NC(=O)CN1C(=O)COc2ccc(C)cc21 | 14% | -3% | ? | -8% | -7% | 5%
CC1CCN(C2CCN(C(=O)c3ccccc3F)CC2)CC1 | -8% | 18% | 39%[activator] | 4% | 3% | 5%
COC(=O)CCNc1n[nH]c(=O)[nH]c1=O | 3% | -1% | 24% | -4% | 34%[activator] | -2%
Cc1cc(F)c(F)c(C(=O)N2CCN(C)CC2)c1Cl | ? | 2% | 5% | 2% | 1% | 4%
CCCCN(CC)Cc1ccc(CNC(=O)Nc2ccc(OCC)cc2)o1 | . | 7% | ? | -8% | 13µM* | 2%
COC(=O)c1cn(NC(=O)CCC2CCCC2)c(=O)c2ccccc12 | . | -15% | ? | 2% | -13% | -2%
COc1ccc(C2C=C(C34CC5CC(CC(C5)C3)C4)NC(=S)N2)cc1 (stereo not given) | 9.3µM* | 0% | 12µM* | 0% | -16% | -2%
O=C(O)CCC(=O)Nc1ccc(NC(=O)c2ccc(Cl)cc2Cl)c(Cl)c1 | 11% | -2% | 35%[activator] | -9% | 13% | 1%[57.1 µM]
Cc1ccc(-c2nnc(SCc3nc(N)nc(Nc4ccccc4C)n3)n2N)cc1 | -2% | -7% | . | -2% | 3% | 2%
COc1ccc(CNC(=O)C2CCC(=O)N(CC3CCCCC3)C2)cc1 (stereo not given) | -7% | -3% | 2.3µM* | -1% | -9% | 0%
CC1Cc2ccccc2N1C(=O)CCNS(=O)(=O)c1ccc2c(c1)CCC(=O)N2 (stereo not given) | ? | 1% | 32%[activator] | 2% | 23% | 4%
O=C(NC1CCCCCCC1)c1cc([N+](=O)[O-])ccc1Cl | -16% | 5% | 21% | 0% | -8% | -24%
COc1ccccc1OCC(=O)Nc1cccc(-c2nc3ccccc3o2)c1 | 25% | 8% | -20% | -3% | ? | 1%
O=C(OCC(=O)N1CCCC1)c1ccccc1C(=O)c1ccccc1 | 8% | 0% | 5% | . | 6% | -6%
C[C@H](NC(=O)OC(C)(C)C)c1nnc(SCC(=O)Nc2ccc(Br)cc2)o1 | -5% | -1% | 1%[5.75 µM] | 5% | 12% | 49%[activator]
CNC(=S)Nc1cccc(C(=O)O)c1 | 14% | -3% | -39%[5.75 µM] | 0% | 4% | 3.2µM*
C=CCn1c(COc2ccc(Cl)cc2)nnc1SCC(=O)N/N=C/c1ccccc1 | 6% | -1% | 24% | 2% | -8% | -2%
CC1(C)Oc2ccc3ccc(=O)oc3c2/C(=C/NC2CCCCC2)C1=O | ? | -1% | ? | 0% | 10µM* | 2%
Cc1cc2cc(CNC(=O)c3ccc4c(c3)OCO4)ccc2n1C | ? | -3% | -14% | -1% | ? | -18%
Cc1c(-c2ccccc2)nc2ccccc2c1C(=O)Oc1ccc([N+](=O)[O-])cc1 | ? | -11% | ? | 3% | ? | 6%
O=C(CCC(=O)c1ccc(F)cc1)Nc1cccc(C(F)(F)F)c1 | 4% | 1% | 44%[activator] | -3% | 4% | -10%
CC(C)Oc1ccc(C(=O)Nc2ncn[nH]2)cc1 | 52%[activator] | 1% | 10µM* | 1% | 0% | 8%
CS(=O)(=O)N1CCC(C(=O)N2CCN(c3cccc(Cl)c3)CC2)CC1 | 3% | 3% | 65%[activator] | 2% | 13% | -12%
Cc1cc(C(=O)N2CCCC(N3CCN(c4cccc(C(F)(F)F)c4)CC3)C2)n[nH]1 (stereo not given) | ? | 2% | 7% | 1% | -9% | 0%
COc1ccc2nc(N3CCOCC3)cc(C)c2c1 | . | 5% | 315%[activator] | 0% | ? | -16%
N#CC1=C(N)NC(SCc2ccc(Br)cc2)=C(C#N)C12CCCCC2 | ? | 4% | ? | 3% | -20% | -12%
O=C(Oc1ccccc1Cl)C1CCN(C(=O)c2ccc(F)cc2)CC1 | 26% | -15% | 3% | . | -2% | 4%

Gathered by group, the entries above with bromine (5)
SMILES | Pf growth 48h | TbPYK inhibitor | Pf growth 96h | LmPK inhibitor | HCV inhibitor | Sm TGR inh
O=C(CCNS(=O)(=O)c1ccc(Br)cc1)NCc1cccs1 | -14% | 1% | 29% | -1% | -2% | -5%
NC(=O)CSc1nnc(NC(=O)c2ccc(Br)o2)s1 | 35%[activator] | -6% | 25% | -2% | -14% | 0%
Cc1cnn(-c2ccc3nnc(-c4ccc(Br)cc4)n3n2)c1 | 3% | 3% | 0% | -9% | 0% | -18%
C[C@H](NC(=O)OC(C)(C)C)c1nnc(SCC(=O)Nc2ccc(Br)cc2)o1 | -5% | -1% | 1%[5.75 µM] | 5% | 12% | 49%[activator]
N#CC1=C(N)NC(SCc2ccc(Br)cc2)=C(C#N)C12CCCCC2 | ? | 4% | ? | 3% | -20% | -12%

(list continues)
SMILES | Pf growth 48h | TbPYK inhibitor | Pf growth 96h | LmPK inhibitor | HCV inhibitor | Sm TGR inh
C/C=C/c1ccc(OCC(O)CNCCc2ccc(OC)cc2)c(OC)c1 (stereo not given) | ? | 4% | ? | 1% | ? | -12%
CN1CCN(C2CC(=O)N(CCc3ccccc3)C2=O)CC1 (stereo not given) | 11% | 5% | 26% | 0% | 3% | ?
CCn1nc(NC(=O)c2cccs2)c2cc3ccccc3nc21 | -3% | 1% | 24% | 0% | 25µM* | .
CC(=O)Nc1ccc(S(=O)(=O)NNC(=O)c2cccc3ccccc23)cc1 | . | -6% | -31% | 12% | 6% | 2%
Cc1ccc2c(O)c(C)c(=O)[nH]c2n1 | 21% | 3% | 32%[activator] | 0% | 6% | 12%
O=C(CSc1nc2ccccc2s1)NC1CCCC1 | 15% | -2% | 4% | -2% | -6% | -2%
Cc1ccc(C(=O)N2CCCC2)cc1S(=O)(=O)N1CCCCC1 | 2% | -13% | -20% | -1% | 13% | 1%
CC1=C(C(=O)Nc2ccccc2)C(c2ccco2)C(C#N)=C(SCc2ccccc2)N1 (stereo not given) | 8.3µM* | . | . | 0% | ? | -10%
COc1ccc(C(=O)O/N=C(\N)c2ccccn2)cc1 | -91% | 10µM* | -20% | 13µM* | 4% | 3%
COc1cc(C(=O)Nc2c(C(=O)N3CCOCC3)oc3ccccc23)cc(OC)c1OC | ? | -3% | -4% | -10% | ? | 3%
CCOC(=O)C1=NN(c2ccccc2)C2(S1)SC(C(C)=O)=C(C)N2c1ccccc1 (stereo not given) | 0% | 0% | . | 0% | ? | -13%
COc1cccc(C(=O)Nc2cnn(C(C)C)c2)c1 | 291%[activator] | -16% | -18% | 0% | 7% | -3%
COc1ccc(/C=N/Nc2nonc2N)cc1 | 35%[activator] | 4% | 64%[activator] | -5% | 7% | 6%
Cc1cc(-c2nnc3n2CCCCC3)c(C)n1-c1ccccc1 | -24% | -6% | ? | -1% | -4% | 0%
O=C(O)CC(NC(=O)C12CC3CC(CC(C3)C1)C2)c1ccc(Cl)cc1 (stereo not given) | 27% | 0% | 0% | -1% | 18% | 0%
COc1ccc2c(c1)CCC(C)N2C(=O)C(=O)c1c[nH]c2ccccc12 (stereo not given) | 0% | 5% | 0% | 3% | ? | 8%
CCOC(=O)N/N=C(/C)c1ccc(N2C(=O)C3CCCCC3C2=O)cc1 (stereo not given) | -4% | 3% | ? | 7% | 3% | 9%
O=C(COC(=O)/C=C/c1ccc(C(F)(F)F)cc1)Nc1ccc2[nH]c(=O)[nH]c2c1 | 0% | 0% | 0% | . | 12% | 4%
O=C(c1ccncc1)N1CCN(S(=O)(=O)c2ccc3ccccc3c2)CC1 | -13% | -4% | 46%[activator] | 0% | ? | 7%
O=C(NC1CCS(=O)(=O)C1)/C(=C\c1ccccc1)NC(=O)c1ccccc1 (stereo not given) | 5% | 3% | ? | 1% | 6% | -3%

From PubChem BioAssay
